# RORg inh: blocks mouse ROR gamma transcriptional activity; Drosophila S2 Gal4-RORgamma UAS-luciferase reporter, 20 h; Potency, µM (titrated, usually from 53.6 µM), inactives show at the top dose activity change, negative = inhibition, usual class: inhibitors; P51450; hit rate 5.4% among 310,000; AID 2551; also: % is scaled to controls: 0 for no effect and ±100 for the full control effect; nearly all actives have a fitted effect of over 60% in size
# Target sequence (P51450 whole entry, looked up, the tested form may be a part): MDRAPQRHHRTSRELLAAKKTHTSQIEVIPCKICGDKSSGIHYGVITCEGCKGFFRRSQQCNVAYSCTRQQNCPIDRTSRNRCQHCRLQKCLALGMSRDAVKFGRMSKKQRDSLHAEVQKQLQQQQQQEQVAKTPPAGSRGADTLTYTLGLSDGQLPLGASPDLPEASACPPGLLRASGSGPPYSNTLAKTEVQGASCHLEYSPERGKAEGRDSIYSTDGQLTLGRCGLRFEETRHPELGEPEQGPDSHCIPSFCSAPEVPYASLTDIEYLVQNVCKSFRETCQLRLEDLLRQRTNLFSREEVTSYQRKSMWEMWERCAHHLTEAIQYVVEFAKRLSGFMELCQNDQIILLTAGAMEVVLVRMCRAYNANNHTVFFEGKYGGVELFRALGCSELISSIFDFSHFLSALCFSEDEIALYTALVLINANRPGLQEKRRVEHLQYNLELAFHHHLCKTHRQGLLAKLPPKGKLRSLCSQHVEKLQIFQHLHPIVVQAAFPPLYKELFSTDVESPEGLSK
#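 In this cell-based reporter format, copper sulfate (700 uM final) drives Gal4–ROR gamma fusion expression from a metallothionein promoter in Drosophila Schneider cells; compounds preincubated 1 hr, reporter read after 20 hr at ambient temperature.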
# p53 reactivator: re-activators of mutant p53 | H1299 p53-A138V BP100-luciferase reporter, luminescence, 24 h | Potency, µM (series often up to 92.2 µM), without a hit: top-dose activity change, positive = activation, hits mostly activators | hit rate 0.063% among 320,000 | AID 504706; also: % of control where 0% means no effect; nearly all actives have a fitted effect of over 45% in size
#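 H1299 (p53-null), stable ts p53-A138V + BP100-Luc; 1000 cells/well, Opti-MEM/10% FBS; cpd 4 pt, 1:5; 24 h, 37 deg C, 5% CO2; detection reagent 10 min RT; luminescence.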
# MBNL1 CUG block: inhibitors of human MBNL1 binding to CUG repeat RNA. Q9NR56. TR-FRET MBNL1-His/biotin-(CUG)12 binding, 665/545 ratio. Potency, µM (series often up to 57.5 µM), without a hit: top-dose activity change, negative = inhibition, hits mostly inhibitors. hit rate 0.036% among 280,000. AID 2675; active = well fitted inhibition curve with a large enough effect in the signal ratio, with a control signal flat, not every such curve was filed as active; inconclusive = small, poorly fitted or top-dose-only effect, or effect the other way, or a change in a side signal; inactive = no such curve, though single readings can be large or run the other way; the % refers to the signal ratio; also: % is scaled to controls: 0 for no effect and ±100 for the full control effect
# Target sequence (Q9NR56 whole entry, looked up): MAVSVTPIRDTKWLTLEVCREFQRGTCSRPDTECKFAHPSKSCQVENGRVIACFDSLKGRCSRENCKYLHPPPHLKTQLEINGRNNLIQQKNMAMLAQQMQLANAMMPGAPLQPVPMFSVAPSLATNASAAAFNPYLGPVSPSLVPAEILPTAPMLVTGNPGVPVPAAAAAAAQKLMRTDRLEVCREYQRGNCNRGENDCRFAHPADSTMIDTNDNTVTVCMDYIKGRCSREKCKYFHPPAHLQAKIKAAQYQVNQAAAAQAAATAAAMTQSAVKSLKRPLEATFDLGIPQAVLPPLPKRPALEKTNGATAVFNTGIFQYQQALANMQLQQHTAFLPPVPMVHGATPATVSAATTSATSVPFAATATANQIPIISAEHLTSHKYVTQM
#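 TR-FRET readout: Ex 340 nm, 665/545 nm emission ratio, normalized to buffer-only (basal) and MBNL1-(CUG)12 controls. Complex of MBNL1-His with Biotin-(CUG)12, compounds 92 nM–58 uM, incubated 60 min at room temperature.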
# NPC1 prom act: NPC1 promoter activation. Huh7 NPC1 promoter luciferase reporter, 24 h. Potency, µM (highest dose often 9.22 µM), for the others: top-dose activation, usual class: activators. hit rate 2.4% among 320,000. AID 485313;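 also: % of control where 0% means no effect; nearly all actives have a fitted effect of over 60% in size; reporter is driven by a mutant NPC1 promoter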
#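 Huh7 cells stably carrying NPC1 promoter–luciferase, plated in Opti-MEM with 10% FBS for 2 h, were exposed to compound in DMSO for 24 h at 37 °C; luciferase reagent was added for 10 min and luminescence read.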
# FLuc modulator: inhibits or activates purified firefly luciferase, miR-21 counter-screen; P08659; purified FLuc, Km substrates, luminescence inhibition; Potency, µM (series often up to 57.5 µM), for inactives: at the top dose activity change, negative = inhibition, hits mostly inhibitors; hit rate 6.9% among 360,000; AID 588342;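 also: plate controls were vehicle for no effect and reference inhibitor for full effect; nearly all actives have a fitted effect of over 55% in size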
#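 Purified P. pyralis luciferase (10nM final) with 10uM D-luciferin and 10uM ATP (Km levels) in 50mM Tris acetate pH 7.5, 10mM Mg acetate, 0.01% Tween-20, 0.05% BSA; qHTS 6-point titration, ~60 µM downward; luminescence read.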
# ELG1 genotoxic: genotoxicity induction in ELG1-luciferase HEK293T cells. HEK293T ELG1-luciferase reporter, luminescence, 16 h. Potency, µM (titrated, usually from 46 µM), for the others: at the highest dose activity change, positive = activation, actives largely listed as activators. hit rate 1.3% among 330,000; also: % of control where 0% means no effect; nearly all actives have a fitted effect of over 60% in size
#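 After overnight (16 hr) compound treatment at 37 °C, ELG1-luciferase HEK293T cells were lysed with ONE-Glo; luminescence quantified 30 min later at room temperature.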
# BRCA1 expr act: activators of BRCA1 expression; MCF7-BRCA1-FFLuc reporter, luminescence, 48 h; response scale: scaled: vehicle 0%, 10 µM genistein 100%; hit rate 1.1% among 380,000; Potency, µM (top dose mostly 46.1 µM), inactives show at the top dose activation, usual class: activators; also: nearly all actives have a fitted effect of over 80% in size; some results filed as inactive show a strong effect at the top dose
#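 MCF7-BRCA1-FFLuc, 2000 cells/well; 2 h attach, 37 °C/5% CO2; compound 48 h; luciferase substrate 15 min; luminescence end-point. Norm. to genistein 10 microM max activation and DMSO; concentration-response curves fitted.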
# uPA generation: inhibitors of cell surface uPA generation. Potency, µM (doses to about 38.3 µM), for the others: top-dose activity change, negative = inhibition, actives largely listed as inhibitors. hit rate 0.31% among 330,000. cell surface uPA generation assay, qHTS; active = well fitted inhibition curve with a large enough effect; inconclusive = small, poorly fitted or top-dose-only effect; inactive = no such curve, though single readings can be large or run the other way; tested in mouse RAW 264.7 cells; also: % is scaled to controls: 0 for no effect and ±100 for the full control effect; nearly all actives have a fitted effect of over 55% in size
# VP16 counter: inhibits Gal4-VP16 luciferase reporter, ROR gamma counter-screen; Drosophila S2 Gal4-VP16 UAS-luciferase, luminescence, 20 h; Potency, µM (highest dose often 53.6 µM), without a hit: top-dose activity, negative = inhibition, hits mostly inhibitors; hit rate 3.5% among 310,000; AID 2546;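 also: Gal4-VP16 expression switched on by copper sulfate through the metallothionein promoter; % is scaled to controls: 0 for no effect and ±100 for the full control effect; nearly all actives have a fitted effect of over 50% in size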
# Rab9 prom act: Rab9 promoter activation; Potency, µM (top dose mostly 9.22 µM), for the others: top-dose activation, negative = inhibition, usual class: activators; hit rate 2.8% among 320,000; Huh7 Rab9 promoter-luciferase reporter, luminescence, 24 h; also: % of control where 0% means no effect; nearly all actives have a fitted effect of over 60% in size
#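 Huh7 cells stably carrying a Rab9 promoter-luciferase reporter, 1500 cells per well in OP-MEM I with 10% FBS, treated with compound 24 hours at 37C. Luciferase activity read by luminescence after 10 minutes with Amplite reagent.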
# * hit, by the source's call; ? = inconclusive; . = no result given. Unless noted, calls follow the shape of the dose curve; as a rule, active = well fitted curve in the direction sought with a large enough effect; inconclusive = small, poorly fitted or top-dose-only effect, or another doubt; inactive = no such curve, though single readings can be large; an effect the other way counts as inactive or inconclusive. Potency is read from the fitted curve at half-maximal effect.
# Values in the order – ELG1 genotoxic, p53 reactivator, FLuc modulator, BRCA1 expr act, Rab9 prom act, NPC1 prom act, MBNL1 CUG block, VP16 counter, RORg inh, uPA generation
- CCOc1ccc(NC(=O)C2CC(=O)N(CCc3ccccc3)C2)cc1OC (stereo unspecified)
    -2%, -6%, -13%, -15%, -4%, 0%, ., ., ., 0%
- COc1cccc(C(=O)Nc2ccc(S(=O)(=O)N3CCCCC3)cc2)c1OC
    -2%, -19%, 0%, -34%, -7%, -3%, 2%, 10%, 19%, -11%
- CCCCc1ccc(S(=O)(=O)Nc2ccc(C)c(NS(C)(=O)=O)c2)cc1
    0%, -1%, 0%, -17%, -3%, -6%, -7%, -64%, 22%, 6%
- COCc1cc(C)nc(OCC(=O)N/N=C/c2ccccc2O)c1C#N
    6%, 7%, -1%, -44%, -21%, -2%, 5%, -7%, 16µM*, 3%
- CCOc1ccc(S(=O)(=O)NN=C2CCN(C(C)=O)CC2)cc1
    2%, 2%, -1%, -7%, 0%, -2%, 9%, 1%, -4%, 10%
- CCN1C(=O)C(=O)N(CC(=O)c2cc(C)n(C3CC3)c2C)C1=O
    13%, ?, ?, ?, ?, ?, ., ., ., 8%
- COc1ccc(OCc2ccc(C(=O)O)cc2)cc1
    12%, 4%, 6.7µM*, ?, ?, ?, 0%, ?, ?, 4%
- O=C(NC1CCN(S(=O)(=O)c2ccc(Cl)cc2)CC1)C1CCCCC1
    1%, 11%, -1%, -4%, -1%, 1%, -8%, 9%, 11%, 1%
- O=S(=O)(/N=C(/Nc1nc2ccccc2s1)c1ccccc1)c1ccccc1
    20%, ?, ., -14%, ?, 9%, ., ., ., -1%
- O=C(Nc1ccc2c(c1)OCO2)c1ccc(N2C(=O)c3ccccc3C2=O)cc1
    11%, 13%, -1%, 9%, 7%, 4%, -11%, -15%, 20%, 5%
- CCCCC(=O)Nc1cc([N+](=O)[O-])ccc1F
    0%, 11%, 0%, -27%, -13%, -4%, ?, 1%, 5%, ?
- Cc1ccc(C(=O)N/N=C\c2cc(Br)c(Br)o2)cn1
    3%, 6%, ?, -6%, 1%, -5%, ., ?, 11µM*, -14%
- CCC(C(=O)OC)n1cnc2c(nnn2-c2cccc(Cl)c2)c1=O (stereo unspecified)
    -1%, -5%, 4%, 21%, 5%, 0%, -13%, -11%, -21%, -5%
- COc1cc2c(cc1OC)CN(C(=O)c1ccc(Br)o1)CC2
    3%, -5%, 1%, -5%, -5%, 8%, -11%, -7%, -5%, -3%
- CC1CCC(NCC(=O)Nc2cccc(S(N)(=O)=O)c2)CC1 (stereo unspecified)
    -6%, -3%, -1%, 0%, -3%, 6%, ., -5%, -21%, -5%
- COc1ccc(/C=N/NC(=O)c2cc(-c3ccccc3)nc3ccccc23)c(C(=O)O)c1OC
    3%, 10%, 7.6µM*, -35%, 3%, 3%, 11%, -2%, -13%, -5%
- Cc1cc2ccc3ccccc3c2cc1CN(C)C
    6%, 6%, 7.6µM*, 57%, 24%, 10%, -8%, -1%, -6%, 0%
- O=C(OCC(=O)c1ccc[nH]1)c1cncc(Br)c1
    -1%, ?, -8%, 4%, -5%, -1%, ., ., ., 11%
- O=C(O)C1(c2ccccc2)CCN(S(=O)(=O)c2ccc(Cl)cc2)CC1
    -6%, 2%, 0%, 1%, -3%, -3%, -1%, -5%, 7%, -6%
- CC1=CC(C)(C)NC(=S)N1c1ccccc1
    0%, 0%, 5%, 7%, 4%, -5%, -8%, ?, 3.2µM*, 7%
- Cc1ccc(N2C(=O)c3ccccc3C2O)nc1 (stereo unspecified)
    ?, -7%, 1.5µM*, ., 0.28µM*, ?, 0%, ?, 7.1µM*, .
- Cc1ccc2c(c1C)NC(=O)C21N2CCCC2C(C(=O)c2ccc3ccccc3c2)C12C(=O)Nc1ccccc12 (stereo unspecified)
    -8%, 19%, 9.5µM*, -66%, 12%, 0%, 6%, -29%, ?, ?
- CCOc1ccc(N2CC(C(=O)OCC(=O)NCc3ccccc3)CC2=O)cc1 (stereo unspecified)
    0%, 1%, 0%, -1%, -1%, -2%, -2%, -6%, -1%, 4%
- COc1ccc(C)cc1-n1nnnc1SCc1nc2ccccc2c(=O)[nH]1
    -18%, -2%, 1%, -29%, 0%, -7%, ., 6%, ?, 2%
- Cc1ccc(CCN2CC(C(=O)NC(C)C)CC2=O)cc1 (stereo unspecified)
    -3%, 10%, -1%, -1%, 3%, 0%, -3%, -5%, 2%, 3%
- CCOc1ccc(/C=C2\SC(=S)NC2=O)cc1OC
    12%, 11%, 12µM*, 76%, 0%, 5%, ?, ?, ?, -7%
- CCOC(=O)c1ccc(NC(=S)N2CCN(c3ccc(N4CCOCC4)nn3)CC2)cc1
    4%, -1%, 0%, -19%, -4%, -1%, -2%, -4%, -3%, 6%
- COc1ccc(CN2CCN(C(=O)CC(C)C)CC2)cc1
    -4%, 9%, 1%, 0%, 2%, -2%, -3%, 9%, -19%, 8%
- Cc1cc(S(=O)(=O)ON2C(=O)c3ccccc3C2=O)ccc1F
    9%, 27%, -19%, 0%, -1%, -8%, 4%, 13µM*, ?, 20%
- Cn1nnnc1SCCNCc1cc(Cl)ccc1OCc1ccccc1
    -4%, 3%, -2%, -33%, 3%, -3%, -11%, ?, 43%, -4%

# Filtered by structure: the entries above with an aryl thioether with sulfur outside any ring (2)
# Values in the order – ELG1 genotoxic, p53 reactivator, FLuc modulator, BRCA1 expr act, Rab9 prom act, NPC1 prom act, MBNL1 CUG block, VP16 counter, RORg inh, uPA generation
- COc1ccc(C)cc1-n1nnnc1SCc1nc2ccccc2c(=O)[nH]1
    -18%, -2%, 1%, -29%, 0%, -7%, ., 6%, ?, 2%
- Cn1nnnc1SCCNCc1cc(Cl)ccc1OCc1ccccc1
    -4%, 3%, -2%, -33%, 3%, -3%, -11%, ?, 43%, -4%

# Later entries.
# Values in the order – ELG1 genotoxic, p53 reactivator, FLuc modulator, BRCA1 expr act, Rab9 prom act, NPC1 prom act, MBNL1 CUG block, VP16 counter, RORg inh, uPA generation
- O=C(N/N=C/c1cc2c(cc1Br)OCO2)c1cc2ccccc2o1
    6%, 2%, 9.5µM*, ?, 22%, 22%, 9%, 0%, -14%, 2%
- CN(CC(=O)Nc1cccc(F)c1)C(=O)c1cccc(S(=O)(=O)N2CCN(c3ccccc3)CC2)c1
    -9%, -11%, 1%, -82%, -4%, -2%, 4%, ?, 5%, -2%
- CCOc1ccc(CCNC(=O)COC(=O)c2cc(S(=O)(=O)N3CCOCC3)ccc2F)cc1OCC
    3%, -2%, 2%, 0%, -1%, -2%, -5%, 4%, -3%, -4%
- CCN(CC)S(=O)(=O)c1cccc(C(=O)Oc2cccc(NC(=O)c3cccs3)c2)c1
    5%, 14%, -4%, 31%, -5%, 0%, 2%, ?, ?, 2%
- C/C(CC(=O)Nc1ccccn1)=N\NC(=O)c1ccncc1
    3%, 5%, 2%, ., 2%, 1%, -5%, 4%, -10%, .
- Cc1ccc(S(=O)(=O)N2CCCCC2)cc1NC(=O)c1cncc(Br)c1
    -4%, -8%, 0%, -29%, 1%, 2%, ., ., ., 16%
- Cc1ccc(S(=O)(=O)N2CCCCC2)cc1C(=O)OCC(=O)N1c2ccccc2NC(=O)C1(C)C
    -3%, -5%, ., -38%, ., ., ., ., ., -1%
- CCOC(=O)C1=NN(c2ccc([N+](=O)[O-])cc2)CC1C(=O)OC (stereo unspecified)
    4%, 0%, -2%, -2%, 0%, -5%, ?, -8%, 35%, 2%
- C[C@H](CO)N1C[C@H](C)[C@@H](CN(C)C(=O)NC2CCCCC2)Oc2ccc(NC(=O)Cc3ccccc3)cc2C1=O
    2%, 1%, ., -12%, ., ., ., ., ., 8%
- CCCOc1nc(C)cc(COC)c1C(N)=O
    3%, -3%, 0%, 17%, 2%, -6%, -5%, -4%, -16%, 3%
- CCCOc1ccc(CCN2CCC(=O)NC2=O)cc1C
    5%, 0%, -15%, 25%, 3%, -3%, -15%, -14%, 38%, 9%
- COc1ccc(COC(=O)C2CC(=O)N(Cc3ccc(C)cc3)C2)cc1 (stereo unspecified)
    0%, -2%, -2%, 4%, 4%, -3%, 2%, -4%, 8%, 4%
- CC(C)NC(=S)NNC(=O)C12CC3CC(CC(C3)C1)C2
    3%, -1%, 1%, 1%, 1%, -1%, -5%, -18%, 34%, .
- COc1ccc(C)cc1S(=O)(=O)N1CCN(C(=O)c2ncoc2-c2cccc(F)c2)CC1
    -7%, -6%, 6%, 0%, -1%, 0%, -5%, -6%, -2%, -9%

# Single entries from the entries so far:
# FLuc modulator result of `CCOc1ccc(CCNC(=O)COC(=O)c2cc(S(=O)(=O)N3CCOCC3)ccc2F)cc1OCC` stands at 2%
# FLuc modulator result of `C/C(CC(=O)Nc1ccccn1)=N\NC(=O)c1ccncc1` stands at 2%
# FLuc modulator result of `CCOC(=O)C1=NN(c2ccc([N+](=O)[O-])cc2)CC1C(=O)OC` (stereo unspecified) stands at -2%
# MBNL1 CUG block result of `CCCOc1ccc(CCN2CCC(=O)NC2=O)cc1C` stands at -15%
# uPA generation result of `C[C@H](CO)N1C[C@H](C)[C@@H](CN(C)C(=O)NC2CCCCC2)Oc2ccc(NC(=O)Cc3ccccc3)cc2C1=O` stands at 8%
# ELG1 genotoxic result of `Cc1ccc(S(=O)(=O)N2CCCCC2)cc1C(=O)OCC(=O)N1c2ccccc2NC(=O)C1(C)C` stands at -3%
